Assay outcomes deposited in PubChem by Broad Institute.
C2C12 statin = protects C2C12 myotubes from simvastatin toxicity | ATP luminescence, 48 h; scaled: DMSO 0, geranylgeraniol control 100 | 0.78% of 330,000 active | rescue of ATP level, % at 7.49 µM;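 active means mean ATP rescue above about 67%, or every replicate alone reaching that limit, limit read from the data, passing the limit was not always enough; inconclusive means no clear call, values can overlap the other calls; inactive means mean under the limit and some replicate under it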;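 further: myotubes were challenged with 10 µM simvastatin during compound exposure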
LGR2 antag = blocks bursicon-induced cAMP signaling via Drosophila LGR2. HEK293 LGR2, CRE-luciferase, bursicon-stimulated, 4 h. inhibition, % at 9.99 µM. 0.35% of 380,000 active;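 active means drop in luminescence signal, shown as inhibition above about 50% in the replicate tests, limit read from the data, passing the limit was not always enough; inconclusive means probably only some replicates passing the limit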;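 further: agonist challenge used bursicon conditioned medium at about half maximal strength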
PglD DTNB = blocks C. jejuni PglD acetyltransferase activity; purified PglD enzyme, DTNB colorimetric CoA detection; inhibition, % at 12.5 µM; AID 602405; 0.098% of 360,000 active; in the data active means inhibition above about 16%, passing the limit was not always enough; inconclusive means no clear call, values can overlap the other calls; further: strong numbers were not always called active
ARNT-TACC3 inh = disruptors of human ARNT/TACC3 interaction; Q9Y6A5; AlphaScreen His-ARNT PAS-B/GST-TACC3 binding, luminescence; TACC3 fragment carries E629A point mutation; inhibition, % at 9.99 µM; 0.66% of 390,000 active; AID 623870;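 active means mean inhibition of replicates at least 50% and at least half of replicates each reaching 50%; inconclusive means half or more replicates reach 50% but mean below 50%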;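 further: 0% = complete ARNT plus TACC3 wells and 100% = ARNT alone without TACC3; many hits fall short of the cut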
Cneo AK release = causes C. neoformans cell lysis | adenylate kinase release luminescence, 4 h; normalised: neutral wells 0, clomiphene wells 100 | lysis activity, % at 15 µM | 0.2% of 360,000 active;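 active means mean lysis activity across replicates of at least 80%, whatever share of replicates individually reach that level; inactive means mean lysis activity below 80%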
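read-out = cell lysis signal | test system = log-phase Cryptococcus neoformans yeast cells | input = cells at 5 × 10^6 per mL | medium = fresh YPD growth medium | signal = luminescent adenylate kinase detection reagent | timing = 4 h at 37 °C static, read 1 h later | dosing = single dose | controls = Clomiphene as positive lysis control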
PAX8 reporter = lowers PAX8-driven luciferase in RMG-I cells; 1.2% of 360,000 active; inhibition, % at 12.6 µM; RMG-I TPO-luciferase reporter, SteadyGlo, 24 h; AID 652154;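 active means mean replicate inhibition at least 60% with every replicate also reaching 60%; inconclusive means only one of the two criteria is met; inactive means mean below 60% and not all replicates reaching 60%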;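 further: luciferase light reporting Pax8 driven TPO promoter activity; plate controls were median of neutral control wells for no effect and mitoxantrone controls for full effect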
INS-1E GSIS act = primary screen for activators of insulin secretion dependent on glucose, INS-1E cells, GLuc reporter luminescence; 0.61% of 370,000 active; activation, % at 16.6 µM; INS-1E GLuc reporter insulin secretion, 2-3 h;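 active means lowest replicate activation of at least 40%, so every replicate reaches that level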;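 further: 0% = median of neutral control wells and 100% = median of IBMX positive control wells; some compounds called inactive have numbers as strong as hits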
PGC1a acetyl inh = PGC1a acetylation modulation, inhibitor mode; U2OS PGC1a acetylation, AlphaScreen anti-acetyl-lysine; with virally co-expressed GCN5 acetyltransferase; inhibition, % at 15.6 µM; 0.17% of 350,000 active;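 active means every replicate shows inhibition of at least 40%; inconclusive means mean inhibition at least 40% but some replicate below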;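 further: 0% = neutral control wells and 100% = positive control wells; some results beyond the cut were filed as inactive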
Active calls of the source: *; ? = inconclusive; nt = not tested or not shown; & = joins results of further samples. An excerpt, so the mix of outcomes need not match the whole.

SMILES	C2C12 statin	LGR2 antag	PglD DTNB	ARNT-TACC3 inh	Cneo AK release	PAX8 reporter	INS-1E GSIS act	PGC1a acetyl inh
CNC(=O)c1cccn(Cc2cccc(C(F)(F)F)c2)c1=O	nt	-11	nt	-17	nt	3	-5	-39
O=c1[nH]c(=S)n(C2CC2)c(O)c1C=NCCN1CCOCC1	nt	-2	nt	0	nt	-2	0	nt
CC(C)(C)n1nnnc1C(CCc1ccccc1)N1CCC2(CC1)C(=O)NCN2c1ccccc1 (configuration not stated)	3	-5	3	nt	9	24	-9	-71
COC(=O)C1=C(c2ccccc2OCc2ccccc2)C[C@@H]2CC[C@H]1N2C(=O)NCc1ccc(OC)cc1	-23	20	1	2	0	15	-11	nt
CCCN(CC#CCO)CCC	-7	nt	-5	-30	3	nt	nt	0
CN1CCN(c2nc3ccccc3c(=O)n2-c2ccccc2)CC1	nt	0	-1	3	1	20	2	-5
O=c1[nH]c(=O)n(Cc2ccco2)c(O)c1C=NCc1ccco1	17	0	nt	-2	nt	nt	11	-5
CCN(CC)c1ccc(N=Cc2c(O)n(-c3ccc(OC)cc3)c(=O)[nH]c2=O)cc1	nt	nt	-5	nt	0	33	nt	?
COc1ccc(C(Nc2ccccc2)P(=O)(Oc2ccccc2)Oc2ccccc2)cc1 (configuration not stated)	-2	-34	-3	1	2	3	-30	3
O=c1c2ccccc2nc(C[n+]2ccccc2)n1-c1cccc(C(F)(F)F)c1	2	3	-1	-1	3	20	-4	nt

Laid out differently: entries from further up.
CC(C)(C)n1nnnc1C(CCc1ccccc1)N1CCC2(CC1)C(=O)NCN2c1ccccc1 (configuration not stated)
- C2C12 statin: 3
- LGR2 antag: -5
- PglD DTNB: 3
- ARNT-TACC3 inh: nt
- Cneo AK release: 9
- PAX8 reporter: 24
- INS-1E GSIS act: -9
- PGC1a acetyl inh: -71

COC(=O)C1=C(c2ccccc2OCc2ccccc2)C[C@@H]2CC[C@H]1N2C(=O)NCc1ccc(OC)cc1
- C2C12 statin: -23
- LGR2 antag: 20
- PglD DTNB: 1
- ARNT-TACC3 inh: 2
- Cneo AK release: 0
- PAX8 reporter: 15
- INS-1E GSIS act: -11
- PGC1a acetyl inh: nt

CCCN(CC#CCO)CCC
- C2C12 statin: -7
- LGR2 antag: nt
- PglD DTNB: -5
- ARNT-TACC3 inh: -30
- Cneo AK release: 3
- PAX8 reporter: nt
- INS-1E GSIS act: nt
- PGC1a acetyl inh: 0

Next section
SMILES	C2C12 statin	LGR2 antag	PglD DTNB	ARNT-TACC3 inh	Cneo AK release	PAX8 reporter	INS-1E GSIS act	PGC1a acetyl inh
CC(C)COc1ccc(C2(C#N)CC[N+](C)(C)CC2)cc1	nt	nt	-7	-2	12	nt	nt	-3
Cn1c(O)c(/C=N/N2CCCCC2)c(=O)[nH]c1=O	nt	-6	nt	-6	nt	-6	-6	nt
COC(=O)C1=C(c2ccc(OCc3ccccc3)cc2)C[C@@H]2CC[C@H]1N2C(=O)NCc1ccc2[nH]ccc2c1	4	8	2	nt	-1	21	-1	-8
C/C(=C\c1ccc(N(C)C)cc1)[N+](=O)[O-]	12	96*	nt	-5	nt	nt	-20	-22
CCCCN1C(=O)/C(=C/C=C/c2ccco2)C(=O)NC1=S	nt	-7	-1	-2	1	20	-16	11
NCC(CC(=O)O)c1ccc(Cl)cc1 (configuration not stated)	0	nt	2	-8	0	nt	nt	-9
C[C@]12CCC3C(CC[C@H]4[C@H](O)[C@H](O)CC[C@]34C)C1CCC2=O (some centres not stated)	-16	nt	5	-13	0	6	nt	-1
O=C1NC(=S)N(c2ccccc2F)C(=O)/C1=C\c1cccs1	nt	25	2	2	-5	-30	3	9
O=C(c1cc(C(=O)NCc2ccccc2)c(=O)n(Cc2ccccc2)c1)c1cc(Cl)ccc1O	nt	11	nt	-2	nt	21	-20	nt
COC(=O)C1=CCCN(C)C1	-4	-19	-6	-3	-3	13	nt	-12
COC(=O)C1=C(c2ccccc2OCc2ccccc2)C[C@@H]2CC[C@H]1N2C(=O)NCc1ccc([N+](=O)[O-])cc1	-22	9	-3	-9	-3	31	-12	nt
Cc1cccnc1-n1c(-c2ccccc2)nc2ccccc2c1=O	3	nt	3	1	1	nt	nt	-25
O=C(Nc1ccccc1)Oc1ccccc1	-6	-30	2	30	-2	nt	0	3
COc1c2c(cc3c1OCO3)CC[N+](C)=C2	9	nt	-2	-1	1	nt	nt	2
CC(=O)NC(Cc1ccc(N(CCCl)CCCl)cc1)C(=O)NC(CC(C)C)C(=O)O (configuration not stated)	nt	30	nt	nt	nt	15	3	-19
CCN(CC)CCN=Cc1c(O)n(Cc2ccccc2)c(=O)[nH]c1=O	-2&3	-6&5	1&-8	5&4	-8&-2	19	3&-1	3&11
CC(C)n1cc(C(=O)N(CC(=O)NC(C)(C)C)Cc2ccccc2)cn1	3	nt	1	-1	0	9	nt	6
C[C@]12CCC3=C4CCC(=O)C=C4CC[C@H]3C1CC[C@@H]2O (some centres not stated)	4	11	-10	0	0	6	12	-10
O=c1[nH]c(=O)n(CCc2ccccc2)c(O)c1C=NCc1ccc2c(c1)OCO2	-20	nt	0	8	-3	nt	nt	11
COc1ccccc1OCC#CCN1CCCC(C)C1 (configuration not stated)	5	-13	0	-22	0	-1	0	nt

2 of these compounds in a different format.
| smiles | C2C12 statin | LGR2 antag | PglD DTNB | ARNT-TACC3 inh | Cneo AK release | PAX8 reporter | INS-1E GSIS act | PGC1a acetyl inh |
| --- | --- | --- | --- | --- | --- | --- | --- | --- |
| COc1ccccc1OCC#CCN1CCCC(C)C1 (configuration not stated) | 5 | -13 | 0 | -22 | 0 | -1 | 0 | nt |
| CCN(CC)CCN=Cc1c(O)n(Cc2ccccc2)c(=O)[nH]c1=O | -2&3 | -6&5 | 1&-8 | 5&4 | -8&-2 | 19 | 3&-1 | 3&11 |

(list continues)
SMILES	C2C12 statin	LGR2 antag	PglD DTNB	ARNT-TACC3 inh	Cneo AK release	PAX8 reporter	INS-1E GSIS act	PGC1a acetyl inh
N#CC1=C(N)Oc2c(c(=O)oc3ccccc23)C1c1ccc(OC(=O)N2CCOCC2)cc1 (configuration not stated)	-5	9	nt	0	nt	-1	-29	-9
CC1(C)CN(S(=O)(=O)OCC(Cl)(Cl)Cl)C(=O)N1	-20	2	-5	nt	0	8	-8	-13
CCN(CC)C(=O)c1ccc(NC(=O)C2=C(C)OCCS2)cc1	-5	-15	5	-4	-3	26	-3	nt
NC(=O)c1ccc(N=Cc2c(O)n(Cc3ccco3)c(=O)[nH]c2=O)cc1	nt	5	nt	1	nt	-6	14	nt
O=C(N/N=C/c1c(O)n(Cc2ccco2)c(=O)[nH]c1=O)c1ccccc1O	19	-4	2	65*	2	13	19	-11
Nc1ccc(C(=O)N/N=C2/CN3CCC2CC3)cc1	1	9	0	-1	0	nt	21	40
O=c1c2ccccc2ncn1-c1ccc([N+](=O)[O-])c(C(F)(F)F)c1	nt	-8	-2	1	-2	10	10	nt
CCN(CC)S(=O)(=O)c1ccc(N=Cc2c(O)n(-c3ccccc3)c(=O)[nH]c2=O)cc1	-14	nt	nt	-7	5	nt	nt	-1
CCC1(CCCC(=O)c2ccc(F)cc2)C(=O)NC(=S)NC1=O	4	-4	7	-5	2	29	nt	4
CCc1nccc2c1[nH]c1ccccc12	17	-12	-3	-8	0	nt	2	-5
O=C(C(Cc1ccccc1)NS(=O)(=O)c1ccc(F)cc1)N1CCC2(CC1)OCCO2 (configuration not stated)	4	-8	3	-27	3	nt	12	-2
O=C(COC(=O)c1cc(Br)cc(Br)c1O)NC12CC3CC(CC(C3)C1)C2	-2	-2	2	nt	0	-14	nt	-3
CCCCn1c(O)c(C(C)=NCCc2ccccc2)c(=O)[nH]c1=O	22	nt	0	-3	-1	nt	nt	nt
COc1ccc(CN2CCCC(C(=O)c3ccccc3SC)C2)cc1O (configuration not stated)	-9	-33	7	4	-1	14	4	2
CCCCn1c(O)c(C=NC2CCCCC2N)c(=O)[nH]c1=O (configuration not stated)	39	0	5	0	8	nt	8	15
COc1ccc(C2SCC(=O)Nc3c2c(=O)[nH]n3C2CCCCCC2)cc1OC (configuration not stated)	17	nt	-2	-16	-2	3	nt	0
Cc1sc2c(c1C)C(c1ccc(C(C)(C)C)cc1)=NCC(=O)N2CC(=O)Nc1nccs1	32	nt	-1	-1	1	nt	nt	2
CC(C)CC(N(C)C)C1(c2ccc(Cl)cc2)CCC1 (configuration not stated)	-5&-4	-1&-8	0&2	8&-2	0&-2	nt	6&-3	-16&-9
CCOC(=O)C1(CCCc2ccccc2)CCN(C2CCC2)CC1	0	22	-2	3	2	5	-17	-9
CN1C(=O)/C(=C\c2ccc(Br)s2)C(=O)NC1=S	-3	-1	3	-2	6	29	-7	-8
COc1ccc(C(=O)N2CCC3(CC2)OCCO3)cc1	2	15	4	-5	-3	8	5	nt
N#CC1=C(N)Oc2c(c(=O)sc3ccccc23)C1c1ccncc1 (configuration not stated)	nt	5	nt	2	nt	18	-6	-4
CN1CCN(c2ncnc(Cl)c2N)CC1	-11	22	-1	-9	1	7	5	-1
COc1cc2c(cc1OC)C13CCN4CC5=CCOC6CC(=O)N2C1C6C5C3C4 (configuration not stated) (tested in a mixture with another compound)	-1	1	-6	6	-3	nt	20	-1
COC(=O)C1=C(c2ccc(OC(F)(F)F)cc2)C[C@@H]2CC[C@H]1N2C(=O)NCc1ccc(F)cc1	7	3	-2	16	1	14	-6	nt
O=C1NC(=O)C(Cc2ccccc2)(Cc2ccccc2)C(=O)N1Cc1ccccc1	nt	20	nt	-10	nt	6	30	nt
CCOC(=O)CC(SP1(=S)OCC2(CCCCO2)C(C2CCCCO2)O1)C(=O)OCC (configuration not stated)	-6	15	-1	1	2	-8	-8	-9
CN(C)C(=O)Oc1ccc(-c2nnco2)cc1	4	-15	-2	-3	1	-30	14	nt
Cc1ccc(Cn2nc(C)c(C=O)c2Cl)cc1	nt	13	nt	-2	nt	-6	33	-7
CC(=NCc1ccc(F)cc1)c1c(O)n(C)c(=O)n(C)c1=O	18	nt	0	-1	7	nt	nt	6
COc1ccc2[nH]c(C)c(CCN3CCC(=O)C(C)C3C)c2c1 (configuration not stated)	-16	-1	0	5	9	-1	-14	nt
COc1cccc(C(c2nnnn2-c2ccc3c(c2)OCCO3)N2CCC3(CC2)C(=O)NCN3c2ccccc2)c1OC (configuration not stated)	-28	11	5	nt	-25	-8	-3	15
O=C(Cc1ccccc1)Oc1ccc(N2C(=O)C3CCCCC3C2=O)cc1 (configuration not stated)	8	nt	7	4	0	3	nt	9
COC(=O)[C@@H]1[C@@H](CO)[C@@H]2Cn3c(ccc(C4=CCCCC4)c3=O)[C@H]1N2CC1CC1	28	-6	2	-5	-2	nt	6	nt
CCC(=O)N1[C@@H]2c3ccc(C4=CCCC4)c(=O)n3C[C@H]1[C@H](CO)[C@H]2C(=O)OC	8	-9	-3	1	19	-1	3	nt
CCCCn1c(=O)c(C(=O)Nc2ccccc2F)c(O)c2ccccc21	-3	-8	-4	1	0	9	-10	4
Oc1ccc(CC2(N3CCCC3)CCCCC2)cc1	4	-3	-6	-1	3	0	12	13
CN1Cc2cnnn2-c2ccccc2C1c1ccccc1 (configuration not stated)	2	5	1	-2	-1	4	19	-3
